FEN1 inhibitor: blocks human flap endonuclease 1. Potency, µM (top dose mostly 114 µM), for inactives: at the top dose activity change, negative = inhibition, actives largely listed as inhibitors. AID 588795. actives 0.35% (n = 390,000). Recombinant FEN1 flap cleavage, fluorescence, 15 min; also: nearly all actives have a fitted effect of over 65% in size
Target sequence (P39748 whole entry, looked up): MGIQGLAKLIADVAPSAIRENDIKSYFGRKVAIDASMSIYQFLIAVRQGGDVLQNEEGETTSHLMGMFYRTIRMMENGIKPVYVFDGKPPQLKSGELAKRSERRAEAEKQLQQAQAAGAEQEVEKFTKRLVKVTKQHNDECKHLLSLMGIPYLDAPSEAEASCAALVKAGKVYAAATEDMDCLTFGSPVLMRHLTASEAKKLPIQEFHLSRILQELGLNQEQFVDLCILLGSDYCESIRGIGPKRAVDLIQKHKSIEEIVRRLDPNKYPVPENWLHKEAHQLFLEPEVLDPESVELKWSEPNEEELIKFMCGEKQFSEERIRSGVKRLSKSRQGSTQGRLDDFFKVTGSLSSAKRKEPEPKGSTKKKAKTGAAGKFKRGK
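Reaction started by adding substrate (50 nM final) to 10 nM enzyme after 15 min room-temperature compound preincubation. Reads at 0 and 15 min, with data normalized and fitted to a four-parameter Hill equation.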
TDP1 cell CPT: growth inhibition of DT40 Tdp1-/-;hTDP1 cells with camptothecin (screen for TDP1 inhibitors). Potency, µM (highest dose often 46.2 µM), without a hit: top-dose activity change, negative = growth inhibition, hits mostly inhibitors. actives 12% (n = 420,000). chicken DT40 Tdp1-/-;hTDP1 cells + 20 nM CPT, ATP luminescence, 48 h. AID 686979; also: nearly all actives have a fitted effect of over 55% in size
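Cell growth measured by CellTiter-Glo luminescence after a minimum 48 h, 37 C compound exposure with 20 nM CPT in Tdp1-knockout DT40 cells stably expressing hTDP1, seeded 400/well; qHTS titration format.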
KAT2A inh: blocks human GCN5L2 histone acetyltransferase; Q92830; GCN5L2 HAT assay, ThioGlo1 CoA-SH fluorescence; Potency, µM (highest dose often 58.9 µM), for inactives: at the top dose activity change, negative = inhibition, hits mostly inhibitors; actives 0.21% (n = 390,000); AID 504327
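GCN5L2 (20 nM) in 50mM HEPES pH 7.5, 0.1mM EDTA, 0.01% Tween-20 preincubated 15 min with compounds at room temperature. Reaction started with H3(1-25) 75uM, acetyl-CoA 70uM, ThioGlo1 50uM; CoA-thiol fluorescence (Ex340/Em540) read at 0 and 20 min.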
An asterisk follows results filed as active; ? = inconclusive; / = no result given; & = joins results of further samples. Calls follow the shape of the dose curve; as a rule, active = well fitted curve in the direction sought with a large enough effect; inconclusive = small, poorly fitted or top-dose-only effect, or another doubt; inactive = no such curve, though single readings can be large; an effect the other way counts as inactive or inconclusive. % is scaled to controls: 0 for no effect and ±100 for the full control effect; potency is read from the fitted curve at half-maximal effect.

| Molecule | FEN1 inhibitor | TDP1 cell CPT | KAT2A inh |
| --- | --- | --- | --- |
| Cc1ccccc1OCC(=O)OCC(=O)Nc1cc(C(F)(F)F)ccc1N1CCOCC1 | -15% | -11% | -20% |
| CCN(CC)S(=O)(=O)c1ccc(NS(=O)(=O)c2ccc3oc(=O)[nH]c3c2)cc1 | 1% | 10% | -3% |
| COc1ccccc1OCC(=O)NCC1CCCN(C(=O)c2ccccc2SC)C1 (stereo unspecified) | ? | ? | -3% |
| CCN1CCN(CCCN(Cc2ccco2)C(=S)Nc2ccccc2Cl)CC1 | 9% | 1% | 2% |
| O=C(Cn1c(=O)n(Cc2ccc(F)cc2)c(=O)c2ccccc21)NCC1CCCO1 (stereo unspecified) | 3% | ? | -2% |
| COc1ccc(Cl)cc1NC(=O)[C@@]1(CC(=O)O)CC(/C=C/c2ccccc2)=NO1 | -12% | 3% | 27% |
| CCOC(=O)C1=C(COC(=O)CNS(=O)(=O)c2c(F)cc(F)cc2Br)NC(=O)NC1C (stereo unspecified) | -1% | 0% | / |
| CCN(CC)C(=O)Cn1cc(SCC(=O)Nc2ccc(C)cc2)c2ccccc21 | -7% | ? | -13% |
| Cc1ccc(S(=O)(=O)N2CCN(Cc3csc(C)n3)CC2)cc1 | 1% | 16% | -14% |
| COc1ccc(C2CC(c3cc(OC)ccc3OC)n3nnnc3N2)cc1 (stereo unspecified) | 5% | -25% | -4% |

Complete entries, quoted from the list:
CCN(CC)C(=O)Cn1cc(SCC(=O)Nc2ccc(C)cc2)c2ccccc21 is entered as FEN1 inhibitor = -7%; TDP1 cell CPT = ?; KAT2A inh = -13%
CCN1CCN(CCCN(Cc2ccco2)C(=S)Nc2ccccc2Cl)CC1 is entered as FEN1 inhibitor = 9%; TDP1 cell CPT = 1%; KAT2A inh = 2%

(further entries)
| Molecule | FEN1 inhibitor | TDP1 cell CPT | KAT2A inh |
| --- | --- | --- | --- |
| COc1cc(OC)c2c(C)c(Cl)c(=O)oc2c1 | 1% | -3% | -6% |
| CC(Oc1cc2oc(=O)c3c(c2cc1Cl)CCC3)C(=O)NCCCn1ccnc1 (stereo unspecified) | 11% | -20% | 2% |
| COc1ccc(S(=O)(=O)N2CCOCC2)cc1NC(=O)CN1CCCc2ccccc21 | 4% | ? | -5% |
| CCOC(=O)c1c(C)[nH]c(C)c1S(=O)(=O)N1CCCC(C(=O)Nc2ccc(OC)c(OC)c2)C1 (stereo unspecified) | 22% | -9% | -1% |
| Cc1cccc(CSc2nnc(Cn3c(=O)sc4ccccc43)n2C)c1 | -16% | ? | -2% |
| O=C(CSc1nc(=O)n(CCN2CCOCC2)c2c1CCC2)Nc1ccc(Cl)c(Cl)c1 | -7% | -25% | -4% |
| O=C(Nc1ccc(Cl)cc1F)c1cc(S(=O)(=O)N2CCCCC2)ccc1F | 6% | 26% | -2% |
| O=C(CN(c1ccccc1Cl)S(=O)(=O)c1ccccc1)NCc1ccccc1 | -10% | ? | -19% |
| CCOc1cccc(OCCOCCN(C)Cc2ccccc2)c1 | 5% | -26% | 3% |
| CCOc1cc(/C=N/NC(=O)CSc2nncn2C)ccc1OC(=O)c1ccc(Cl)cc1 | -10% | -19% | -6% |

Filtered by structure, the compounds so far containing two or more sulfur atoms.
| Molecule | FEN1 inhibitor | TDP1 cell CPT | KAT2A inh |
| --- | --- | --- | --- |
| CCN(CC)S(=O)(=O)c1ccc(NS(=O)(=O)c2ccc3oc(=O)[nH]c3c2)cc1 | 1% | 10% | -3% |
| Cc1ccc(S(=O)(=O)N2CCN(Cc3csc(C)n3)CC2)cc1 | 1% | 16% | -14% |
| Cc1cccc(CSc2nnc(Cn3c(=O)sc4ccccc43)n2C)c1 | -16% | ? | -2% |

Carrying on.
| Molecule | FEN1 inhibitor | TDP1 cell CPT | KAT2A inh |
| --- | --- | --- | --- |
| CSCCC(NS(=O)(=O)c1ccccc1F)C(=O)OCc1ccccc1Cl (stereo unspecified) | -1% | ? | -3% |
| Cc1ccc([C@H]2C(C(=O)O)=CC[C@@H](c3ccc(Cl)cc3)N2S(=O)(=O)c2ccc(C)cc2)cc1 | 3% | ? | 14µM* |
| N#Cc1cccc(C#N)c1Oc1ccc(S(=O)(=O)Nc2ccc(Cl)cc2)cc1 | -6% | -62% | -15% |
| CC(=O)NC1C(=O)N(Cc2ccccc2)c2ccc(Br)cc21 (stereo unspecified) | 10% | ? | -14% |
| CCc1ccc(OC(=O)/C=C/c2ccco2)cc1 | -14% | -4% | -5% |
| COc1ccc(-c2nc(N)n(S(=O)(=O)c3ccc(C)cc3)n2)cc1 | -23% | ? | -6% |
| O=C(CSc1nc2ccccc2n1Cc1ccccc1Cl)N/N=C/c1ccccc1C(=O)O | -21% | ? | 1% |
| COc1cc2cc(CCCO)oc(=O)c2cc1OC | 13% | -1% | 2% |
| Nc1nc(Cl)cc(Nc2ccccc2Cl)n1 | 5% | -12% | -1% |
| CCCCNC(=O)CCCN1C(=O)c2cccnc2Sc2ccccc21 | 3% | 0% | -3% |
| O=C(NCc1ccccc1)C1(C(F)(F)F)C/C(=C/CCO)CCCO1 (stereo unspecified) | 18%&10% | -11% | / |
| Cc1c(C(=O)Nc2ccc(F)c(Cl)c2)oc2ccc(S(=O)(=O)N(C)C3CCCCC3)cc12 | 6% | 23µM* | -1% |
| Cc1ccc(N(CC(=O)NC2CCCC2)C(=O)CCC(=O)Nc2nccs2)c(C)c1 | 5% | -7% | -4% |
| CCOC(=O)N1CCN(C(=O)C2CCN(Cc3nc(-c4ccccc4C)oc3C)CC2)CC1 | 0% | ? | ? |
| CCOC(=O)c1cc2c(=O)n3ccccc3nc2n(C(C)C)c1=NC(=O)c1cc2ccccc2o1 | 9% | ? | -3% |
| CCS(=O)(=O)N1CCN(c2ccccc2F)CC1 | 3% | -16% | 0% |
| Cc1ccc(N/C(N)=N/c2nc(C(F)(F)F)cc(C(F)(F)F)n2)cc1 | -6% | -10% | -5% |
| CCOc1cc(NC(=S)Nc2cccc(OC)c2)c(OCC)cc1NC(=O)c1ccc(C)cc1 | 5% | ? | -8% |
| CN1CCOc2ccc(S(=O)(=O)NCCc3ccc(Cl)cc3)cc21 | -25% | -14% | -19% |
| CCOc1ccc(C(C)=O)cc1CN1C(=O)NC(C)(C2CC2)C1=O (stereo unspecified) | -10% | 3% | -7% |
| O=C(NC1CCCCC1)N1CCN(Cc2nc3ccccc3c(=O)[nH]2)CC1 | 2% | -5% | / |
| O=[N+]([O-])c1cccnc1SCc1c(F)cccc1Cl | 10% | -5% | 2% |
| CN(Cc1n[nH]c(=S)n1C)S(=O)(=O)c1ccccc1 | -5% | -11% | 2% |
| CN(C)/C=C/C(=O)c1cccc(C(F)(F)F)c1 | -4% | 1% | -9% |
| CCC(C)(C)NC(=O)CN(Cc1ccc2c(c1)OCO2)C(=O)CCC(=O)Nc1cc(C)ccn1 | -4% | 16% | 0% |
| Cc1cccc(C(=O)NCCc2ccc(S(N)(=O)=O)cc2)c1[N+](=O)[O-] | -10% | -2% | 0% |
| CCn1c2c(c3cc(Br)ccc31)CCC/C2=N\O | -27% | 1% | / |
| O=C1OC(CN(Cc2ccccc2)Cc2ccccc2)CN1N=Cc1ccc([N+](=O)[O-])o1 (stereo unspecified) | -1% | 16µM* | / |
| CCOC(=O)C1CCN(C(c2ccc(C)cc2)c2c(O)cc(C)n(CCOC)c2=O)CC1 (stereo unspecified) | -2% | 3% | -7% |
| CCOc1ccc(CCNC(=O)c2cc3cc4cc(OC)ccc4nc3s2)cc1OCC | 11% | ? | -4% |
| COc1ccccc1/C(O)=C(\C#N)c1nc2ccccc2[nH]1 | -3% | 8% | 1% |
| CCc1ccc(-c2cc(C)no2)cc1S(=O)(=O)NCCCN1CCN(c2ccccc2)CC1 | -18% | ? | -9% |
| Cc1ccc(C)c(C(=O)CN2C(=O)c3ccccc3S2(=O)=O)c1 | 2% | -1% | -8% |
| CCCCn1c(N)c(N(CC)C(=O)c2ccc([N+](=O)[O-])c(C)c2)c(=O)[nH]c1=O | 3% | -1% | -7% |
| S=C1NCCNC(=S)NCCOCCOCCOCCN1 | -1% | 19% | -3% |
| COc1ccc(C(=O)Nc2nc3nc(C)c(Cc4ccccc4)c(=O)n3[nH]2)cc1OC | 13% | -5% | -9% |
| CCc1cc(=O)oc2c(C)c(OCC(=O)NCCCN3CCOCC3)ccc12 | 15% | -3% | -2% |
| O=C(NCCCn1ccnc1)/C(=C\c1cccnc1)NC(=O)c1ccccc1Br | -2% | 4% | -3% |
| CCOC(=O)C1C(c2cccc([N+](=O)[O-])c2)C2C(=O)NN=C2CC1(C)O (stereo unspecified) | 0% | ? | -2% |
| CC(=O)c1ccccc1NC(=O)COC(=O)Cc1cccc(C(F)(F)F)c1 | -15% | -2% | 9% |

Additional records follow:
Results follow in this order: FEN1 inhibitor, TDP1 cell CPT, KAT2A inh
Cc1ccc(-c2nnc(Nc3ccc(C(=O)N(C)C)cc3)c3ccccc23)cc1S(=O)(=O)N(C)C
    8%, 23µM*, 2%
Cc1ccc(NC(=O)CSc2nnc3ccc(-c4ccncc4)nn23)cc1
    8%, -22%, -11%
Cc1ccc(S(=O)(=O)NCC2CCC(C(=O)N3CCN(C)CC3)CC2)cc1 (stereo unspecified)
    -26%, -28%, -19%
COc1ccc(NC(=O)CN(C)C(=O)C2CC(=O)N(Cc3ccc(C)cc3)C2)cc1 (stereo unspecified)
    -6%, 4%, -1%
CCN(CC)CCCNC(=O)C1c2ccccc2Oc2ccccc21
    -10%, 8%, -9%
N#Cc1cccc(NC(=O)N2CCCC3(CCN(C(=O)c4ccco4)CC3)C2)c1
    /, -6%, 5%
Cc1nc(NCc2cccnc2)c2c3c(sc2n1)CCCC3
    1%, ?, 4%
Cc1c(NC2=C(Cl)C(=O)N(c3ccccc3Cl)C2=O)c(=O)n(-c2ccccc2)n1C
    10%, -28%, 0%
Cc1ccc(C)c(NC(=O)C(=O)NCCc2c[nH]c3ccccc23)c1
    -6%, -29%, -12%
COc1ccccc1OCCNC(=O)C(c1ccccc1)c1ccccc1
    -2%, ?, -9%
O=C(NNC1=NCCC1)c1cccc(Br)c1
    -3%, 5%, -1%
C=CCn1c(NCc2c[nH]c3ccccc23)nc2ccccc21
    -13%, ?, -2%
Clc1ccccc1OCCN1CCC(Cc2ccccc2)CC1
    -4%, ?, 0%
c1ccc(Cn2c(Sc3nnnn3-c3ccccc3)nnc2-c2ccccc2)cc1
    7%, ?, -10%
O=C(Cn1cnc2ccccc2c1=O)Nc1ccc(S(=O)(=O)N2CCCC2)cc1
    12%, 24%, 9%
Cc1ccc(NC(=S)NNC(=O)Cn2nc(C(F)F)cc2C(F)F)cc1
    2%, -1%, 0%
COc1ccccc1NC(=O)C(C)N(C)CCOc1ccccc1 (stereo unspecified)
    -4%, ?, -3%
COc1ccc(N2CCN(C3CCCN(C(=O)CN4CCCCC4=O)C3)CC2)cc1 (stereo unspecified)
    -14%, 15%, -3%
CCn1c(=O)c2sccc2n2c(CCC(=O)Nc3ccc(OC)cc3OC)nnc12
    -4%, -6%, -3%
CCOC(=O)C1=C(COC(=O)/C=C/c2ccccc2F)NC(=O)NC1C (stereo unspecified)
    -6%, -2%, -4%
COc1cc(S(=O)(=O)Nc2ccc(C)cc2)ccc1N=Cc1c(C)[nH]n(-c2ccccc2)c1=O
    -11%, 9.2µM*, -15%
NCCSc1c(-c2ccccc2)[nH]c2ccccc12
    3%, ?, 0%
Nc1ccc2c(c1)C(=NO)c1cc([N+](=O)[O-])ccc1-2
    ?, 0.58µM*, /
CCCn1c(N2CCN(S(=O)(=O)Cc3ccccc3)CC2)nc2ccccc21
    14%, ?, -12%
O=C(Nc1ccccc1)c1ccc(-n2nncc2-c2ccccc2)cc1
    -14%, 10µM*, /
COc1cc(/C=N/NC(=O)C2(O)c3ccccc3-c3ccccc32)ccc1O
    -2%, -7%, 6%
CCCCn1nc(C(=O)Nc2ccc(-n3cnnn3)cc2)c2ccccc2c1=O
    ?, ?, -2%
CCN(CC)C(=O)c1ccc(C(=O)c2c(C)cc(C)cc2C)cc1
    5%, 18µM*, -8%
Fc1ccc(CN2CC[C@H]3C=CCc4cccc(c43)C2)cc1
    0%, ?, -6%
CCC1CCCCN1CCN1C(=O)C2C(C(=O)Nc3ccc(OC)cc3)C3C=CC2(O3)C1C(=O)NC1CCCCC1 (stereo unspecified)
    0%, ?, -4%
O=C(Cc1ccccc1)Nc1ccc2oc(=O)ccc2c1
    1%, 2%, -2%
COc1cc(C(=O)N2CCN(C(=O)c3ccco3)CC2)c([N+](=O)[O-])cc1OC
    0%, 5%, -7%
OCCN1CCOCCN(CCO)CCOCC1
    2%, 11%, -2%
COc1ccc(CNC(=O)Cn2ccc3cc(S(=O)(=O)N4CCCCC4)ccc32)cc1OC
    11%, ?, -3%
COC(=O)c1ccc(C(=O)OC)c(NC2=NS(=O)(=O)c3ccccc32)c1
    9%, -4%, 0%
[O-][n+]1onc2c1C(N1CCOCC1)CCC2N1CCOCC1 (stereo unspecified)
    -21%, -3%, -2%
Cc1cc(C(F)F)n2nc(C(=O)Nc3ccccc3F)nc2n1
    -2%, 2%, 3%

Only part of the results is shown; rates above refer to the full screens.
